GRP78 ERSR act: inducers of ER stress response in human glioma cells. U87-MG GRP78 promoter luciferase reporter, 16 h. Potency, µM, for the others: at the top dose activation, usual class: activators. 0.02% of 420,000 active; further: potency means the concentration at half of the fitted maximal effect; series mostly up to about 76 µM; % of control where 0% means no effect; nearly all actives have a fitted effect of over 35% in size
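ERSR induction read as luciferase luminescence (Bright-Glo, 10 min at room temperature) in stably transfected human U87-MG glioma cells exposed to compounds for 16 h, using GRP78 as sensor.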
Vif-A3G inh: blocks the Vif interaction with human APOBEC3G; 0.076% of 410,000 active; HeLa A3G-eYFP + Vif (tagged APOBEC3G with the HIV-1 protein that degrades it), YFP fluorescence, overnight; Q9HC16; Potency, µM (doses to about 46.1 µM), inactives show top-dose activity, negative = active, hits mostly inhibitors; AID 602310;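 further: potency means the concentration at half of the fitted maximal effect; on the % scale 0 is the no-effect control and ±100 the full control effect; nearly all actives have a fitted effect of over 60% in size; hits raise eYFP signal because A3G escapes Vif-driven loss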
Target sequence (Q9HC16 whole entry, looked up): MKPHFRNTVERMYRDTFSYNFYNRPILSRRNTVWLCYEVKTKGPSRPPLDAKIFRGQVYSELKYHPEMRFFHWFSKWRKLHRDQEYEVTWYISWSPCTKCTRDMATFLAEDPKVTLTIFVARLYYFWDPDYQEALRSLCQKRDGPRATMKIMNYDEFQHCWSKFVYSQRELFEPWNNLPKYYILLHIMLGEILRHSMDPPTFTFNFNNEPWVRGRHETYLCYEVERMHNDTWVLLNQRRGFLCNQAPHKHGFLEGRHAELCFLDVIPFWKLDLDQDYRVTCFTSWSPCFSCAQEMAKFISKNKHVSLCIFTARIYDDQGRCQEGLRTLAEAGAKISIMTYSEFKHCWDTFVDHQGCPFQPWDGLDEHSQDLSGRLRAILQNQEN
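HeLa cells stably expressing Vif and C-terminally eYFP-tagged A3G, seeded overnight at 37 deg C, then exposed to compound by pintool overnight at 37 deg C. Rise in yellow fluorescence (Ex 488/Em 500-530, Acumen) marks blocked Vif-driven A3G degradation.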
RXFP1 ag: RXFP1 (human) receptor agonism; HEK293T-RXFP1 cAMP TR-FRET, 30 min; response scale: percent of porcine relaxin response, buffer zero; AID 2676; Q9HBX9; Potency, µM (top dose mostly 57.5 µM), without a hit: top-dose activation, most hits filed as activators; 0.3% of 370,000 active; further: potency means the concentration at half of the fitted maximal effect; on the % scale 0 is the no-effect control and ±100 the full control effect; nearly all actives have a fitted effect of over 60% in size; many of its hits are not listed in these tables
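HEK293T cells stably expressing RXFP1 were pretreated with the PDE4 inhibitor Ro 20174, exposed to compounds for 30 min at 37C, lysed, and cAMP was read by TR-FRET. Data normalized to buffer (basal) and 29 nM porcine relaxin (100%).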
D1 antagonist: human D1 dopamine receptor antagonism. P21728. HEK293 TREx D1 cells, calcium flux, dopamine EC80; hits give low values. activity change, negative = inhibition, % at 10 µM. 3.2% of 360,000 active; in the data active means activity change below about -30%; further: on the % scale 0 is the no-effect control and ±100 the full control effect
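HEK293 T-REx cells expressing inducible, force-coupled D1 receptor; no-wash Ca dye, 30–90 min RT. Cmpd → 180 s read at 1 Hz → EC80 DA → 180 s read.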
D2 PAM: D2 dopamine receptor (human) potentiation. P14416. HEK293 T-REx D2, calcium flux, EC20 dopamine potentiation. potentiation, % at 10 µM. 0.34% of 340,000 active. AID 485347;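 active means potentiation over 3 SD above the plate norm, cut at about 30% in these data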; further: 0% is about no effect
Target sequence (P14416 whole entry, looked up): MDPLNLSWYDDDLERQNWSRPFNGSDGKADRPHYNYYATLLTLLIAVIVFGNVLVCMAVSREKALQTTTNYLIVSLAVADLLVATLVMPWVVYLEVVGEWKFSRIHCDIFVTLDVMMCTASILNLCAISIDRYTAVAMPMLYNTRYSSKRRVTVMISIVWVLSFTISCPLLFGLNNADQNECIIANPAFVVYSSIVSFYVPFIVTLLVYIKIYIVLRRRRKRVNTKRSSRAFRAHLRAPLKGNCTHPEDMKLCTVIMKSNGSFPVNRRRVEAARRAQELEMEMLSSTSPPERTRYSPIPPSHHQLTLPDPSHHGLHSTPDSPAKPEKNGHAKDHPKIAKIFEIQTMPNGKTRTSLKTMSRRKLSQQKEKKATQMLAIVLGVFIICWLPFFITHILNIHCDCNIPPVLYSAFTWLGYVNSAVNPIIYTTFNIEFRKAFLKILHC
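Primary screen. Calcium kinetics in induced HEK293 T-REx D2 cells: compound pre-addition 180 s, EC20 dopamine, 180 s more.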
D1 agonist: human D1 receptor agonism. P21728. HEK293 T-REx D1 cells, calcium flux, agonist mode. activation, % at 2 µM. 1% of 360,000 active. AID 504660; in the data active means activation above about 30%; further: 0% is about no effect
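Inducible HEK293 T-REx D1 cells, force-coupled to calcium signalling, were plated at 4000 cells/well with tetracycline and held overnight at 30 C. After no-wash calcium dye loading, compound-evoked calcium rise over 180 s flagged agonists.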
Vif-APOBEC3F blk: blocks the Vif interaction with APOBEC3F; Potency, µM (highest dose often 46.1 µM), without a hit: top-dose activity, negative = active; 0.2% of 390,000 active; HeLa A3F-eYFP + Vif (tagged APOBEC3F with the HIV-1 protein that degrades it), YFP fluorescence increase; further: potency means the concentration at half of the fitted maximal effect; % of control where 0% means no effect; nearly all actives have a fitted effect of over 65% in size
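HeLa cells stably expressing Vif plus C-terminally eYFP-tagged A3F were seeded, incubated overnight at 37 deg C, dosed with compound, incubated overnight again at 37 deg C. Yellow fluorescence (Ex 488/Em 500-530) reported blocked Vif-mediated A3F-eYFP degradation.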
RXFP1 antag: antagonists of human relaxin receptor RXFP1; Q9HBX9; HEK293-RXFP1, relaxin-stimulated cAMP HTRF, 30 min; hits give low values; activity change, negative = inhibition, % at 57.5 µM; 0.59% of 350,000 active; AID 1259400;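 active means activity change of -60% or lower, but not beyond a set lower limit; inconclusive means change between -60% and -40%, or beyond the set limit; inactive means change above -40%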; further: on the % scale 0 is the no-effect control and ±100 the full control effect
D1 potentiator: human D1 dopamine receptor positive modulation. P21728. HEK293 TREx D1 cells, calcium flux, dopamine EC20 potentiation. potentiation, % at 10 µM. 0.036% of 360,000 active; in the data active means potentiation above about 30%; further: 0% is about no effect
Active calls of the source: *; ? = inconclusive; . = no result given; & = joins results of further samples. Unless noted, the call rests on the fitted dose curve; in most records, active means well fitted curve in the direction sought with a large enough effect; inconclusive means small, poorly fitted or top-dose-only effect, or another doubt; inactive means no such curve, though single readings can be large; an effect the other way counts as inactive or inconclusive.

SMILES | GRP78 ERSR act | Vif-A3G inh | RXFP1 ag | D1 antagonist | D2 PAM | D1 agonist | Vif-APOBEC3F blk | RXFP1 antag | D1 potentiator
Cc1[nH][nH]c(=O)c1/C=N/N1CCOCC1 | -1% | 2% | 1.1% | -4 | 2 | 2 | 4% | 23 | 11
O=C(NCc1nc2ccccc2[nH]1)c1cccc(S(=O)(=O)N2CCCC2)c1 | -4% | -1% | 0.2% | 4 | -5 | 1 | 6% | -10 | 9
COc1ccc2c(c1)c(C(=O)CN1CCC3(CC1)OCCO3)c(C)n2C | 0% | 0% | -0.3% | -2 | -13 | 1 | -2% | -20 | 0
CN(CC(=O)Nc1cc(C(F)(F)F)ccc1-n1cncn1)Cc1nc2ccccc2c(=O)[nH]1 | -5% | -4% | . | . | . | . | -11% | -1 | .
CC(=O)Nc1ccc(NC(=O)CN(c2ccc(C34CC5CC(CC(C5)C3)C4)cc2)S(C)(=O)=O)cc1 | -5% | -2% | 2.0% | 2 | -3 | 3 | -14% | -24 | 18
COC(=O)[C@@H](NC(=O)Nc1ccc(OC(F)(F)F)cc1)C(C)C | 0% | 1% | 0.4% | -42* | . | 11 | 5% | -7 | -10
Cc1cccc(C(=O)Nc2cccc(-c3cnc4ccccc4n3)c2)c1 | 1% | 0% | 2.3% | -13 | 13 | 0 | -1% | -3 | -2
COC(=O)C1=C(C)NC(=O)NC1c1ccccc1Cl (stereo not given) | -1% | -10% | -2.6% | 1 | 9 | 4 | -12% | 2 | 1
CC12CN3CC(c4ccccc4)(CN(C1)C3c1ccc(Cl)cc1)C2=O (stereo not given) | 1% | -3% | -0.8% | 2 | 17 | 0 | 5% | -27 | 0
CNS(=O)(=O)c1cn(CC(=O)NCc2ccc(OC)cc2)cc1S(=O)(=O)NC | -3% | 1% | 0.0% | -8 | -2 | 1 | -11% | -2 | -2
C#CCNC(=O)C1=C[C@@H](c2ccc3c(c2)OCO3)[C@H](CCCO)[C@@H](OCC)O1 | -2% | -1% | -1.4% | -4 | 0 | 0 | 8% | . | 0
O=c1[nH]c2ccc(Cl)cc2[nH]1 | 2% | -3% | . | . | . | . | 0% | 5 | .
Cc1ccc(-n2nc3c(c2NC(=O)c2c(F)cccc2Cl)CS(=O)(=O)C3)cc1C | -5% | -4% | 0.3% | -9 | -3 | 2 | 8% | -4 | 1
O=C(c1coc(=O)c(Br)c1)N1CCC(C(O)(c2ccccc2)c2ccccc2)CC1 | -6% | -3% | 1.9% | 8 | 14 | 2 | -12% | -13 | -6
Cc1cc(OCC(=O)NCCCn2ccnc2)c2c(C)c(C)c(=O)oc2c1 | -5% | 4% | 7.9% | 12 | -2 | 1 | 5% | 8 | -3
Cc1ccccc1OCC(=O)OCC(=O)NCCNC(=O)COC(=O)COc1ccccc1C | 0% | 1% | 2.7% | -8 | -6 | 5 | 4% | -3 | -4
Cc1ccc(NC(=O)CSc2nnc(-c3ccco3)o2)c(C)c1 | -3% | 1% | 1.5% | -5 | 0 | 1 | 15% | -13 | 0
Cc1ccc(-c2nc3ccccc3c(=O)n2N)cc1 | -2% | 6% | 5.3% | 7 | -2 | 3 | -10% | 7 | -3
Cc1cc(C2N=C(N)Nc3nc4ccccc4n32)c(C)n1-c1ccccc1Cl (stereo not given) | 0% | -1% | 0.4% | -3 | 18 | 7 | -14% | 13 | -9
O=C(NCCN1CCOCC1)c1ccc2c(c1)ncn2C1CCCCC1 | -1% | 4% | 0.3% | -2 | -6 | 0 | -6% | 1 | -6
CCOC(=O)c1ccc2c(c1)N(Cc1ccc(F)cc1Cl)C(=O)c1ccccc1S2(=O)=O | -5% | 1% | 1.4% | -3 | 12 | 6 | 0% | 5 | -4
CC(=O)N=c1sc(S(N)(=O)=O)nn1C | -4%&-4%&-3% | -1% | 1.6% | 14 | -12 | 2 | 2% | . | -4
COc1ccccc1C1C=C(c2ccccc2)Nc2nnnn21 (stereo not given) | 2% | ? | -2.0% | -9 | 13 | -1 | -16% | 2 | 1
Cc1cccc(C)c1NC(=O)CN1CCN(C(=O)c2ccc(OCc3cn4ccccc4n3)cc2)CC1 | -5% | 0% | . | . | . | . | -6% | 14 | .
Cc1cccc(NC(=O)CNC(=O)CN2C(=O)NC(C)(CCC(C)C)C2=O)c1C (stereo not given) | -1% | -7% | . | . | . | . | 0% | -4 | .
Cc1ccc(-c2oc3ccccc3c(=O)c2O)cc1 | -1% | -1% | 6.5% | -26 | . | 30* | 2% | -19 | -5
COc1ccc(CCNC(=O)c2ccc(NS(=O)(=O)c3ccc4[nH]c(=O)[nH]c4c3)cc2)cc1 | -3% | -11% | 0.5% | -3 | 9 | 2 | 8% | -7 | 1
CCn1c(=O)c2cc(C(=O)N(C)c3ccccc3F)sc2c2ccccc21 | -4% | -6% | -0.4% | 21 | -7 | 1 | 13% | -4 | -4
O=C(CSc1nnc(-c2ccncc2)n1-c1ccc(Cl)cc1)NCc1cccs1 | -3% | -3% | 3.1% | -7 | 2 | 0 | -11% | -6 | 0
Cc1ccc(OCC(=O)Nc2ccccc2-c2ccccc2NC(=O)COc2ccc(C)cc2)cc1 | -6% | 0% | -0.3% | 5 | -1 | 0 | 1% | -6 | 2
Cc1cc(=O)n(-c2ccc3ccccc3n2)[nH]1 | -2% | -10% | 0.3% | 21 | 2 | 3 | ? | 18 | 0
COc1ccc(Cc2nnc(SCC(=O)N3CCN(c4ccccc4)CC3)o2)cc1 | -1% | 4% | 1.2% | 9 | -1 | 5 | 1% | -7 | 0
CC(C)CN(c1ccccc1)S(=O)(=O)c1nnc(NC(=O)C(C)C)s1 | -3% | 5% | 0.0% | -41* | 3 | 3 | 1% | 10 | -4
COc1ccc(C(=O)Nc2ccccc2-c2nnn(CC(N)=O)n2)cc1 | -3% | 2% | . | . | . | . | -7% | -6 | .
Cc1ccc(C)c(S(=O)(=O)N=Nc2c(O)[nH]c3ccccc23)c1 | 0% | 3% | 1.0% | -7 | 1 | 7 | -1% | -1 | -4
CCCCC(=O)Nc1ccc(C2C(=O)c3ccccc3C2=O)cc1 | -4% | 0% | . | . | . | . | 10% | -13 | .
C[C@@H](NC(=O)OC(C)(C)C)C(=O)NCC1CCC(C(=O)N[C@@H](Cc2ccccc2)C(=O)O)CC1 (stereo not given in full) | -3% | 1% | -0.2% | 9 | 24 | 1 | 0% | 14 | 11
C=CCn1c(C)csc1=Nc1ccccc1C | 1% | 1% | 2.2% | -14 | -16 | 3 | 10% | -11 | -4
CCN(c1ccccc1)S(=O)(=O)c1ccc(C(=O)N2CCN(c3ccccc3F)CC2)cc1 | -1% | 2% | . | . | . | . | -5% | 10 | .
Cc1cccc(C(C(N)=O)c2ncc(C(F)(F)F)cc2Cl)c1 (stereo not given) | 0% | 0% | 1.9% | 2 | 7 | 1 | 10% | 3 | 0
OCCCNc1nc(-c2ccccc2)c2cc(Br)ccc2n1 | -4% | -4% | 0.7% | 7 | 7 | 4 | -21% | -4 | 0
S=C(Nc1ccccc1)Nc1ccc(OCc2ccc(Cl)cc2Cl)cc1 | -14% | -2% | 2.7% | 3 | -3 | 1 | -5% | -10 | 1
Cc1cccc(C)c1NC(=O)CSc1nc2ccccc2c(=O)[nH]1 | -3% | 0% | ? | 1 | -7 | 1 | 9% | 33 | -11
Cc1c2cnn(CC(=O)O)c(=O)c2c(C)n1Cc1ccccc1 | -6% | 0% | 2.2% | -1 | 3 | 5 | 1% | -2 | .
CC(C)n1cc(C(=O)N2CCCC(Nc3ccc(F)c(F)c3)C2)cn1 (stereo not given) | 3% | 3% | -0.4% | 4 | -7 | -1 | -11% | -24 | -4
O=C(Nc1ccc(Cl)cc1)C(Cl)C(=O)c1ccccc1 (stereo not given) | -5% | 1% | 0.9% | 2 | 6 | 8 | 1% | -27 | 4
C(=N\n1cnnc1)/c1cccc(OCCOc2ccccc2)c1 | -4% | 0% | 0.9% | -8 | 2 | 4 | -3% | -5 | -1
O=C(NCc1ccccc1)C(c1ccccc1)N(Cc1ccc2c(c1)OCO2)C(=O)Cc1cccs1 (stereo not given) | -3% | 2% | -0.8% | -7 | 12 | 34* | 10% | 12 | -6
O=C(c1ccco1)N1CCN(c2ccnc3cc(Cl)ccc23)CC1 | 0% | -1% | 2.4% | -8 | 1 | 4 | -1% | -7 | -9
CCSc1nc2c([nH]1)c(=O)n(C)c(=S)n2C | -5% | -4% | . | . | . | . | 4% | -7 | .

(cont.)
SMILES | GRP78 ERSR act | Vif-A3G inh | RXFP1 ag | D1 antagonist | D2 PAM | D1 agonist | Vif-APOBEC3F blk | RXFP1 antag | D1 potentiator
CCOC(=O)c1ccc(NC(=O)CN(C)S(=O)(=O)c2ccc(Br)s2)cc1 | -2% | -2% | -0.4% | -38* | -13 | 10 | -5% | -31 | -12
O=C(CN1C(=O)CC(c2ccccc2)S(=O)(=O)c2ccccc21)N1CCCCC1 (stereo not given) | -1% | -3% | 1.2% | 3 | -21 | 3 | 15% | -2 | 2
Cc1c(C)c(C)c(/C=[N+](/C)[O-])c(C)c1C | -4% | 0% | -0.2% | 17 | -6 | 4 | -2% | 26 | -2
CCc1ccc(Nc2nnc(SCC(=O)NC(=O)CN3CCCC3=O)s2)cc1 | -6% | 1% | 0.7% | -14 | 5 | 2 | -1% | -27 | 2
Cc1nc(NC(=O)CSc2nnc(C)n2CC2CCCO2)sc1C (stereo not given) | -2% | 1% | -0.2% | 13 | 4 | -2 | -7% | 4 | 3

Laid out differently: entries from further up
SMILES,GRP78 ERSR act,Vif-A3G inh,RXFP1 ag,D1 antagonist,D2 PAM,D1 agonist,Vif-APOBEC3F blk,RXFP1 antag,D1 potentiator
O=C(CN1C(=O)CC(c2ccccc2)S(=O)(=O)c2ccccc21)N1CCCCC1 (stereo not given),-1%,-3%,1.2%,3,-21,3,15%,-2,2
Cc1c(C)c(C)c(/C=[N+](/C)[O-])c(C)c1C,-4%,0%,-0.2%,17,-6,4,-2%,26,-2
CCc1ccc(Nc2nnc(SCC(=O)NC(=O)CN3CCCC3=O)s2)cc1,-6%,1%,0.7%,-14,5,2,-1%,-27,2

Bioassay records deposited in PubChem BioAssay by National Center for Advancing Translational Sciences (NCATS).

Only part of the results is shown (hit frequency here may not be typical).
